Compound activity: PubChem, several laboratories
STEP block: inhibitors of human striatal-enriched phosphatase STEP | P54829 | recombinant STEP, OMFP fluorogenic substrate, fluorescence | inhibition, % at 20 µM | 0.25% of 360,000 active | AID 588621;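 active = inhibition at 20 µM, scaled per plate between control wells, above about 37%, limit read from the data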;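 note: 0% = DMSO with enzyme and substrate and 100% = substrate only without enzyme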
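Assay system: isolated STEP enzyme. Buffer or medium: pH 6.0 Bis-Tris with DTT and Tween 20. Also added: fluorogenic phosphatase substrate OMFP at 25 µM final. Dosing: 20 µM, 1% DMSO. Timing: 20 min reaction, room temperature, in the dark. Measured by: fluorescence intensity, excitation 480 nm, emission 540 nm. Evaluation: normalized % inhibition.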
NadD block: blocks S. aureus nicotinate mononucleotide adenylyltransferase | purified NadD enzyme, colorimetric absorbance read-out | inhibition, % at 20 µM | 0.78% of 360,000 active | AID 602399; in the data active = inhibition above about 26%; note: some compounds past the cut are filed as inactive
Rpn11 block: blocks the human proteasome subunit Rpn11; calls only at 20 µM; human 26S proteasome, Ub4-pepOG fluorescence polarization; 20S core pre-blocked with epoxomicin; O00487; 0.59% of 360,000 active;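 active = inhibition at 20 µM, scaled to each plate's controls, above about 33%, limit read from the data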
Tb MetRS inh: Trypanosoma brucei MetRS inhibition. purified T. brucei MetRS, ATP depletion, Kinase-Glo luminescence. inhibition, % at 11.9 µM. 0.4% of 360,000 active;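 active = inhibition above a per-plate cutoff of the control wells' mean inhibition plus 3 SD, cut at about 5.5% in these data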;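 note: 0% = DMSO wells median and 100% = median of wells with control inhibitor compound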
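Test system: purified T. brucei MetRS enzyme. Also added: ATP, methionine and E. coli bulk tRNA substrates. Compound: 11.9 µM single point. Schedule: 15 min enzyme-compound preincubation, 2 h reaction, 10 min detection, 25 °C. Signal: luciferase luminescence of residual ATP, Kinase-Glo. Evaluation: percent inhibition versus plate control medians. Controls: DMSO wells, low control.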
MLLE-PAM2 inh: inhibitors of microRNA-mediated deadenylation, human PABP1 MLLE binding; 0.36% of 360,000 active; P11940; GST-MLLE / FITC-PAM2 fluorescence polarization; inhibition, % at 20 µM; in the data active = inhibition above about 35%, passing the limit was not always enough;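 note: plate controls were DMSO wells with GST-MLLE for no effect and wells lacking GST-MLLE protein for full effect; some results filed as inactive read as strong as hits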
SUMO1-SIM PPI: alters human SUMO1 binding to SIM partners | P63165 | SUMO1 binding to a labelled peptide, TR-FRET, 1 h | inhibition, % at 20 µM | 0.33% of 360,000 active | AID 602429; in the data active = inhibition above about 37%
Target sequence (P63165 whole entry, looked up): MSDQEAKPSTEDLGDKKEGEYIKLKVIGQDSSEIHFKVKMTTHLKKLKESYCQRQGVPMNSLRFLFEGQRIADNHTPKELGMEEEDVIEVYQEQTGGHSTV
LMPTP inh: blocks human LMPTP phosphatase; P24666; recombinant LMPTP-A, OMFP fluorogenic substrate, fluorescence intensity; inhibition, % at 20 µM; 0.22% of 360,000 active;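 active = compounds that cut the enzyme signal by at least half of the control window in the single-dose screen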;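 note: plate controls were DMSO wells with enzyme plus substrate for no effect and substrate without enzyme for full effect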
Target sequence (P24666 whole entry, looked up): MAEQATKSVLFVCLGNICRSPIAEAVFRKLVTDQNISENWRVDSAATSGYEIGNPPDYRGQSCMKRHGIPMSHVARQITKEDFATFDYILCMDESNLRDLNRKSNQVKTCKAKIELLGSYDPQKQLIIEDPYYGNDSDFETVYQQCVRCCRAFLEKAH
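Assay system: LMPTP-A phosphatase enzyme | Input: 0.625 nM enzyme | Also added: Fluorogenic phosphatase substrate OMFP at 400 µM final | Compound dosing: One test concentration per compound, 20 µM, with 3% DMSO overall | Schedule: 50 min enzyme reaction at room temperature, protected from light | Signal: Fluorescence intensity | Benchmarks: no-enzyme and uninhibited controls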
Scp1 inh: Scp-1 (human) phosphatase inhibition | Q9GZU7 | Recombinant Scp1, phosphopeptide, malachite green phosphate absorbance | inhibition, % at 20 µM | 0.88% of 340,000 active;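 active = inhibition above about 50% at 20 µM, limit read from the data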;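 note: plate controls were DMSO wells with enzyme for no effect and wells lacking enzyme for full effect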
Target sequence (Q9GZU7 76-261 limits assumed): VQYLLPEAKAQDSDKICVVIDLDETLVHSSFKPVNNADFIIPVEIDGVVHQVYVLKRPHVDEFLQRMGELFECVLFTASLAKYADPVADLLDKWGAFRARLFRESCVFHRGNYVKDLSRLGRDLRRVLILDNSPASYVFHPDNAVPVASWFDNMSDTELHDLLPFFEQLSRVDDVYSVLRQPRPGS
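System: SCP-1 catalytic domain; Reagent: Phospho 17-mer peptide substrate; Doses: one concentration, 20 µM, with 1.0% DMSO; Incubation: 45 min room-temperature reaction, 5 min colour, 30 min stabiliser; Signal: Phosphate-binding colour reagent, absorbance read at 630 nm.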
DNMT1 inh: inhibitors of human DNMT1 | P26358 | DNMT1 molecular beacon, Hinp1I cleavage, fluorescence | inhibition (reported as % activation of signal), % at 10 µM | 0.83% of 360,000 active | AID 588458; in the data active = inhibition above about 50%
CSN deneddyl inh: CSN deneddylation inhibition; 0.38% of 360,000 active; Q92905; AID 651999; inhibition, % at 12.5 µM; Purified CSN, SCF-Nedd8-OG deneddylation, fluorescence polarization;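 active = pattern-corrected inhibition above about 35%, with an unprinted fluorescence ratio check between 0.5 and 1.5, limit read from the data, passing the limit was not always enough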;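 note: 0% = enzyme with substrate and 100% = substrate without enzyme; some results filed as inactive read as strong as hits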
Target sequence (Q92905 whole entry, looked up, one chain of several): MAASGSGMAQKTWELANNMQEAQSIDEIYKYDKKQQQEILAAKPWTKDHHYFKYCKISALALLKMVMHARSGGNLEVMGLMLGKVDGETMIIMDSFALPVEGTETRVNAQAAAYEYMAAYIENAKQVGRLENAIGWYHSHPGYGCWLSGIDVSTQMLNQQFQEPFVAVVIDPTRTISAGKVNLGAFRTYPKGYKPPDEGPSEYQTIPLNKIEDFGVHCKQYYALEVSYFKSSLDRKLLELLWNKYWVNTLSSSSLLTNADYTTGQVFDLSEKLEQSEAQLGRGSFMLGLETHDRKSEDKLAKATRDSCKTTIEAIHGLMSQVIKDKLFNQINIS
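test system = HEK293T-derived human Csn5 enzyme | amount = 0.24 nM Csn5 enzyme, final concentration | medium = Tris/NaCl/DTT buffer, pH 7.5 | schedule = 90 min reaction at room temperature | signal = FP | evaluation = inhibition of Csn5 cleavage, % | compound dosing = single dose of 12.5 µM compound with 0.25% DMSO | probe or stimulus = 10 nM SCFSkp2-Nedd8OG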
Numbers without * were called inactive; i = inactive; . = not tested or not shown.

SMILES	STEP block	NadD block	Rpn11 block	Tb MetRS inh	MLLE-PAM2 inh	SUMO1-SIM PPI	LMPTP inh	Scp1 inh	DNMT1 inh	CSN deneddyl inh
COc1ccc(C(=O)CNc2ccccc2Br)cc1	1	-8	i	-1.2	-18	5	0.7	-11	-8	-5
Cc1cccc(OCC(=O)Nc2ccc3c(c2)nc2n3CCOC2)c1	1	1	i	-0.3	0	-3	1.2	-5	0	2
O=C(c1ccccc1)c1ccc2c(c1)OCCCO2	-4	-3	i	2.6	8	5	-0.6	-10	-1	3
CC(=O)c1cccc(Nc2c3c(nc4ccccc24)CCC3)c1	-3	-10	i	-0.5	-2	-1	43	-7	-8	-1
CC(C)C(NC(=O)c1ccccc1NC(=O)c1ccccc1)C(=O)NNC(=O)c1ccncc1 (stereo not drawn)	-2	-1	i	-1.0	3	-6	-0.5	-4	0	-3
CCCc1nnc(SCC(=O)N2CCCCC2C)n1CC (stereo not drawn)	0	-1	i	-1.2	8	4	0.8	-8	1	1
c1ccc(-c2ccccc2OCCN2CCCCC2)cc1	-1	1	i	0.0	7	1	-1.8	-10	4	5
NNC(=O)c1ccc2c(c1)S(=O)(=O)NNC2=O	0	-8	i	-0.4	12	1	-0.3	-6	-2	-5
CCCN(CCC(=O)Nc1ccccc1F)CC1CC1	-1	0	i	0.2	-5	-1	-0.5	-8	2	-1
Cc1cc(C)cc(OCCNC(=O)CCc2ccccc2)c1	-1	-4	i	-0.1	-14	-2	-1.7	-10	-1	3
CN(C(=O)c1cccs1)c1ccccc1C(=O)O	-3	-2	i	-0.3	0	0	-1.6	-7	0	-1
O=C(Nc1ccc(-c2nc3ccccc3o2)cc1)c1cc(-n2cnnc2)ccc1Cl	1	17	i	-0.7	-55	3	0.8	-11	-6	2
O=c1cccccc1NN=C1CCCCC1	0	-1	i	0.1	-16	-5	0.8	29	4	19
Cc1cc(C)nc(SCC(=O)NNS(=O)(=O)c2ccc(C#N)cc2)n1	1	2	i	0.4	31	15	-0.7	54*	16	0
COc1cccc(CNC(=O)Cn2nc(C)c3c(C)n(-c4ccc(C)cc4)nc3c2=O)c1OC	-1	-6	i	-0.9	4	7	-0.1	0	0	-2
CCCCNC(=O)CN(C1CCCCC1)S(C)(=O)=O	-2	0	i	-1.0	2	5	0.1	-6	3	-9
COc1ccc(S(=O)(=O)N2CCC(C(=O)NCC3CCCCC3)CC2)cc1	2	-1	i	0.2	-4	6	-0.7	-7	1	4
O=C(COc1ccccc1Cl)Nn1cnnc1	-1	9	i	-0.5	-7	0	-1.6	4	3	-7
Cc1cccc(C2N=C(N)Nc3nc4ccccc4n32)c1 (stereo not drawn)	-2	-9	i	2.6	-16	-5	7.4	-7	-1	-3
Cc1cc(NC(=O)c2cc(C3CC3)on2)n(-c2ccccc2)n1	0	-2	i	-0.8	-14	6	-1.1	2	6	-4
O=C(CSc1nnc(NC(=O)Cc2ccccc2)s1)NCC1CCCO1 (stereo not drawn)	-2	-8	i	-0.1	-11	2	-1.5	-4	-3	1
O=S(=O)(O)c1cc2oc(-c3ccccc3)nc2c2ccccc12	0	-3	i	0.0	0	-11	-2.5	-6	3	-2
COC(=O)[C@@H]1OC(=O)[C@H]2O[C@@]23[C@@]1(C)CC[C@@H]1[C@@]2(C)C=CC(=O)OC(C)(C)[C@@H]2CC(=O)[C@]13C	1	-1	i	-0.1	13	4	-2.0	0	-3	2
O=C(CSc1ccc2nnc(-c3cccnc3)n2n1)N1CCOCC1	3	0	i	-0.4	11	-3	-1.1	-12	7	3
CC1(C(=O)NCCN2CCOCC2)C=CC2(CCCCC2)N1C(=O)c1ccccc1 (stereo not drawn)	1	0	i	-0.1	1	3	-1.9	-6	2	-3
COc1cccc(NC(=O)C23CCC(C)(C(=O)O2)C3(C)C)c1 (stereo not drawn)	2	10	i	0.4	-13	-1	-1.8	-6	3	9
O=[N+]([O-])c1ccc(N2CCOCC2)cc1N1CCCCC1	-2	-2	i	-0.4	6	-33	2.7	-3	0	4
Cc1cccc(C)c1NC(=O)CC1SC2=NCCN2C1=O (stereo not drawn)	0	-5	i	0.0	18	1	-0.5	0	-6	2
COc1ccc(CN2CCN(Cc3c[nH]c4ccccc34)CC2)cc1	3	-6	i	1.8	-8	-2	-2.3	0	-1	3
Cc1ccc(-c2csc(/C(C#N)=C(\O)CCl)n2)cc1	2	11	i	-0.8	-4	0	0.9	-4	-5	5
CC(C)Oc1ccc(/C=C(/NC(=O)c2ccccc2)C(=O)NC(Cc2ccccc2)C(=O)O)cc1 (stereo not drawn)	-1	-1	i	-0.5	25	5	-1.4	-3	-2	-2
COC(=O)c1cccc(NC(=O)C2COc3ccccc3O2)c1C (stereo not drawn)	4	-5	i	-0.5	-3	2	0.2	-7	1	4
COc1cccc(NC(=O)C(c2ccccc2)N2CCNC(=O)C2)c1 (stereo not drawn)	-1	-3	i	2.0	-5	4	0.2	.	0	-1
CC1(Cc2cc(Cl)ccc2C(F)(F)F)C(=O)Nc2ccc(OC(F)(F)F)cc21 (stereo not drawn)	-1	-3	i	0.1	3	-1	1.7	.	-7	-6
COc1ccc(NC(=O)C2CCN(S(=O)(=O)c3ccc4c(c3)CC(C)N4C(C)=O)CC2)c(OC)c1 (stereo not drawn)	-2	2	i	0.2	16	3	-0.2	-4	-4	-2
CCCc1c(C(=O)N/N=C(\C)c2ccccc2O)nnn1-c1nonc1N	4	1	i	-0.3	-3	5	-2.3	.	-5	2
CCOC(=O)C1=NN(c2ccc(OC)cc2)C2C(=O)N(c3ccccc3OC)C(=O)C12 (stereo not drawn)	2	4	i	0.1	-3	-13	-0.3	4	1	-2
C=CCc1ccc(OCCCCNC(C)CC)c(OC)c1 (stereo not drawn)	2	-5	i	-1.4	13	2	-1.5	1	7	-8
COc1ccc(C2/C(=C(/O)c3ccc(C)cc3)C(=O)C(=O)N2C)cc1 (stereo not drawn)	-8	2	i	-1.0	7	-6	1.6	2	0	-4
O=C1CC(N2CCN(S(=O)(=O)c3ccccc3F)CC2)C(=O)N1c1ccccc1Cl (stereo not drawn)	-2	6	i	-0.3	1	1	-1.1	-3	-2	-4
COc1cc2c(cc1O)[C@@H]1Cc3cc(O)c(OC)cc3[C@H](C2)N1C	1	-5	i	-0.6	-2	-12	-0.2	-3	0	-1
CCOc1ccc(-n2nc(C(=O)N3CCN(CC)CC3)c3ccccc3c2=O)cc1	-2	0	i	-0.2	3	-3	-0.6	0	8	-3
Nc1ccc2oc(-c3cccc4ccccc34)nc2c1	-6	0	i	-0.4	-13	-14	-1.6	2	-11	-2
CCOC(=O)c1c(C)[nH]c(C(=O)COC(=O)CNC(=O)c2ccc(Cl)cc2Cl)c1C	1	3	i	-0.6	4	0	0.0	-2	-7	4
COc1ccc(-c2c(-c3cc(OC)cc(OC)c3)n(C)c3ccc(-c4ccc(OC)cc4F)cc23)cc1	-3	14	i	-0.6	-24	-2	6.8	0	-2	-1
Cc1ccc(N2CC(C(=O)Nc3nc4ccc(S(C)(=O)=O)cc4s3)CC2=O)cc1C (stereo not drawn)	4	10	i	-0.8	22	5	1.2	-4	1	0
O=C(NCc1nnc(SCC(=O)N2CCCC2)o1)c1ccccc1F	1	1	i	0.3	-8	3	-1.5	-8	-4	1
COc1cccc(CNc2nc3cc(-c4ccccc4)sc3c(=O)n2C)c1OC	-2	6	i	-0.1	-5	-27	4.1	.	-16	-5

A second format for some results above.
mol | STEP block | NadD block | Rpn11 block | Tb MetRS inh | MLLE-PAM2 inh | SUMO1-SIM PPI | LMPTP inh | Scp1 inh | DNMT1 inh | CSN deneddyl inh
C=CCc1ccc(OCCCCNC(C)CC)c(OC)c1 (stereo not drawn) | 2 | -5 | i | -1.4 | 13 | 2 | -1.5 | 1 | 7 | -8
CC(=O)c1cccc(Nc2c3c(nc4ccccc24)CCC3)c1 | -3 | -10 | i | -0.5 | -2 | -1 | 43 | -7 | -8 | -1

(listing goes on)
SMILES	STEP block	NadD block	Rpn11 block	Tb MetRS inh	MLLE-PAM2 inh	SUMO1-SIM PPI	LMPTP inh	Scp1 inh	DNMT1 inh	CSN deneddyl inh
COc1ccc(C(O)c2nc(-c3ccc4c(c3)OCO4)cs2)cc1 (stereo not drawn)	-2	-7	i	-0.4	-12	1	0.8	.	12	-1
Cc1nc2c(-c3ccccc3)c[nH]n2c(=O)c1Cc1ccccc1	2	4	i	-0.3	22	7	1.1	-3	1	-5
CCC(=O)N1CCC2(CC1)Oc1ccc(F)cc1C(=O)C21CC(c2cccnc2)=NO1 (stereo not drawn)	0	4	i	-0.3	5	0	-0.2	0	8	-3
CC1(C)CC(=O)c2sc(NS(=O)(=O)c3ccccc3)nc2C1	1	-4	i	-0.7	9	-8	-1.6	1	-1	3
Clc1ccc(SCc2cc(N3CCOCC3)nc(-c3ccccn3)n2)cc1	5	6	i	-0.8	7	-2	2.7	1	0	-10
CCc1ccccc1NC(=O)/C(C#N)=C/c1ccc(Sc2ccccc2)o1	-1	1	i	-0.1	27	-7	2.4	-9	-3	-4
Cc1c(CC(=O)N[C@@H](C)C(=O)O)c(=O)oc2cc3occ(-c4ccccc4)c3cc12	3	-2	i	1.4	-4	24	-0.6	-10	0	1
COC(=O)c1cn(C(=O)c2ccc(F)cc2)c2ccccc12	-2	-10	i	-0.4	14	5	-2.1	-5	-1	4

Molecules from the list above containing a cyano group:
SMILES	STEP block	NadD block	Rpn11 block	Tb MetRS inh	MLLE-PAM2 inh	SUMO1-SIM PPI	LMPTP inh	Scp1 inh	DNMT1 inh	CSN deneddyl inh
Cc1cc(C)nc(SCC(=O)NNS(=O)(=O)c2ccc(C#N)cc2)n1	1	2	i	0.4	31	15	-0.7	54*	16	0
Cc1ccc(-c2csc(/C(C#N)=C(\O)CCl)n2)cc1	2	11	i	-0.8	-4	0	0.9	-4	-5	5
CCc1ccccc1NC(=O)/C(C#N)=C/c1ccc(Sc2ccccc2)o1	-1	1	i	-0.1	27	-7	2.4	-9	-3	-4

Outcome played no part in choosing rows, and some 3.6% of all compounds hit somewhere here.
